Source: PubChem
Polio RdRp inh: inhibitors of poliovirus RNA polymerase binding and polymerization; poliovirus polymerase elongation, fluorescence polarization; active compounds read low; % elongation, % (compound at 16.7 µg/mL); actives 0.66% (n = 150,000); AID 588519; in the data active = % elongation below about 90%; note: some results filed as inactive read as strong as hits
Target sequence (P03300 1749-2209 limits assumed): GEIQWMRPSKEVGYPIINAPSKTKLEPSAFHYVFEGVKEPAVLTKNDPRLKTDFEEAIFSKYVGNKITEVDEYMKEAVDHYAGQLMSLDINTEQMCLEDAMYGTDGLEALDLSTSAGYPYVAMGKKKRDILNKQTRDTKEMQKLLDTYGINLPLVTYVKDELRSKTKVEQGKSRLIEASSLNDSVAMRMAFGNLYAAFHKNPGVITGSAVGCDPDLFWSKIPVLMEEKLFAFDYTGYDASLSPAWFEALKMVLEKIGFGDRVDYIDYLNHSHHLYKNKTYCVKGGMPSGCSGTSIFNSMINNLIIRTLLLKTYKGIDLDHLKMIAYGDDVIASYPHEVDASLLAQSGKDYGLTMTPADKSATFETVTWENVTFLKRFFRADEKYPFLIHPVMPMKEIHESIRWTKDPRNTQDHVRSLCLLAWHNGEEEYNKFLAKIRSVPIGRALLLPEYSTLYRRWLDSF
Polio RdRp inh FP z-score: recorded beside Polio RdRp inh, whose call it bears; z-score; measured here: FP z-score; hits read low
An asterisk follows results filed as active. Some of the compounds tested; count on the stated rates, not on these rows.

Results follow in this order: Polio RdRp inh, Polio RdRp inh FP z-score
Cc1csc2nc(COC(=O)c3ccc(NC(=O)COc4ccccc4F)cc3)cc(=O)n12
  112.0, 1.3
CC(C)OC(=O)CSc1nc(N)c(C#N)cc1C#N
  99.0, -0.2
Cc1cccc(-c2noc(CN(C(=O)c3ccc(Br)o3)C(C)C)n2)c1
  102.0, 0.5
Cc1cc(-c2ccc(S(=O)(=O)Nc3cccc(C(F)(F)F)c3)s2)on1
  103.0, -0.7
CN1C(=O)c2ccccc2C(C(=O)O)C1c1cccc(F)c1 (configuration not stated)
  103.0, 1.6
CC(=O)Nc1ccc(C=C(C#N)C#N)cc1
  99.0, -0.3
O=C(/C=C/c1ccccc1)Nc1nc2n(n1)C(c1ccc(F)cc1)C=C(c1ccccc1)N2 (configuration not stated)
  103.0, -0.6
COc1ccc(/C=C(/Sc2n[nH]c(C)n2)C(=O)O)cc1OC
  98.0, -0.5
N#CC(c1cccc(C(F)(F)F)c1)c1cccc(C(F)(F)F)c1
  101.0, -0.4
COc1ccccc1C(=O)CSc1ccc(Cl)cc1
  101.0, -0.6

The results go on.
Results follow in this order: Polio RdRp inh, Polio RdRp inh FP z-score
COc1ccc(NC(=O)C2=C(C)Nc3nc(SC)nn3C2c2cc(OC)ccc2OC)cc1 (configuration not stated)
  106.0, -0.1
Cc1cc(-n2c(C)cc(CNC(C)c3cccs3)c2C)no1 (configuration not stated)
  97.0, -0.7
CC1CC(C)CN(C(=O)CCNS(=O)(=O)c2ccc3[nH]c(=O)ccc3c2)C1 (configuration not stated)
  103.0, 0.6
O=C(c1cccc(Br)c1)N1CCc2ccccc2C1
  93.0, -2
CC(C)CCNC(=O)C1c2ccccc2Oc2ccccc21
  100.0, -0.4
COCCC(=O)C1=CSC2=C(C(=O)CC(C)(C)C2)C1c1ccncc1 (configuration not stated)
  101.0, 0.1
CCN(Cc1ccccc1)C(=O)Cn1c(=O)n(-c2ccc(F)c(Cl)c2)c(=O)c2sc3ccccc3c21
  109.0, 1
O=C(NCc1ccco1)c1ccc(Cn2c(SCc3ccccc3)nc3ccncc32)cc1
  104.0, 0.9
CC(=O)Oc1ccc(C(=O)NC2CCSC2=O)cc1 (configuration not stated)
  103.0, 0.4
Cc1nc(C)c(-c2ccc(SCC(=O)Nc3ccc(F)c(F)c3)nn2)s1
  110.0, 0.7

(further entries)
Results follow in this order: Polio RdRp inh, Polio RdRp inh FP z-score
Cc1cc(-c2ccccc2)nc(=O)[nH]1
  98.0, -1.4
COCc1cc(C)nc2sc(C(=O)Nc3ccc(N4CCOCC4)cc3)c(N)c12
  101.0, 0.2
CN(C)Cc1c2ccccc2cc2ccccc12
  101.0, -0.2
COc1cc(-c2nnc(COC(=O)c3ccc(-n4nc(C)cc4C)cc3)o2)cc(OC)c1OC
  102.0, -0.2
O=C(c1cc2ccccc2oc1=O)N(Cc1ccc(F)cc1)Cc1ccco1
  102.0, 0.3
CCC1(C)NC(=O)N(/N=C/c2cccs2)C1=O (configuration not stated)
  103.0, -0.2
CCOC(=S)SCc1cn2ccc(C)cc2n1
  103.0, 0.4
COCCn1nnnc1CN1CCC(Cc2ccccc2)CC1
  99.0, -1.6
O=C1NC(=S)S/C1=C\C=C\c1ccccc1
  106.0, 0.3
COc1ccc(OC)c(CCNC(=O)c2cnn(-c3ccccc3Cl)c2C2CCN(C(=O)OC(C)(C)C)CC2)c1
  110.0, 0.4

A stretch of the results above:
Results follow in this order: Polio RdRp inh, Polio RdRp inh FP z-score
COCCn1nnnc1CN1CCC(Cc2ccccc2)CC1
  99.0, -1.6
O=C1NC(=S)S/C1=C\C=C\c1ccccc1
  106.0, 0.3
COc1ccc(OC)c(CCNC(=O)c2cnn(-c3ccccc3Cl)c2C2CCN(C(=O)OC(C)(C)C)CC2)c1
  110.0, 0.4

Next records:
Results follow in this order: Polio RdRp inh, Polio RdRp inh FP z-score
Cc1ccc(Cn2nc(C)c(/C=C/C(=O)Nc3nnc(C4CC4)s3)c2C)cc1
  103.0, 0.2
Cc1ccc(CN2CCCn3nc(C(=O)NCc4ccc(OC(C)C)cc4)cc3C2=O)cc1
  109.0, 0.7
CCCNC(=O)c1ccc(CN2CC(=O)N3CCCCC3C2=O)cc1 (configuration not stated)
  108.0, 2.5
O=C(Cn1ccn(-c2cccc3ccccc23)c(=O)c1=O)NCc1ccco1
  100.0, -0.8
Cc1cc(C)n2cc(CN)nc2n1
  101.0, -0.2
Cc1cc(C)cc(OCC(=O)Nc2cccc3cccnc23)c1
  106.0, 0.3
COc1ccc(-c2[nH]ncc2C(=O)NCCC(C)C)cc1
  100.0, -0.3
Cn1cccc1C(=O)OCC(=O)C12CC3CC(CC(C3)C1)C2
  105.0, 0.3
CC(C)CCNC(=O)C(=O)Nc1c2c(nn1-c1ccccc1)CS(=O)(=O)C2
  105.0, -0.1
CCCCC(C(N)=O)C1=NC(C)(C)Cc2ccccc21 (configuration not stated)
  103.0, 0.3

The results go on:
Results follow in this order: Polio RdRp inh, Polio RdRp inh FP z-score
O=C(c1cc2c(s1)-c1ccccc1OC2)N1CCN(c2ccccc2F)CC1
  101.0, -1
COc1ccc(CC(N)C(=O)N[C@@H]2C(O)[C@H](n3cnc4c(N(C)C)ncnc43)O[C@@H]2CO)cc1 (some centres not stated)
  101.0, 0.1
COc1ccc(C2C(C(=O)N3CCN(c4ccc(F)cc4)CC3)CCC(=O)N2c2ccc(OC)cc2)cc1 (configuration not stated)
  102.0, 1.1
Cc1noc(C)c1CCNC(=O)C1CCN(c2ccccc2)C1=O (configuration not stated)
  100.0, -0.4
COc1cccc(CNC(=O)CCC(=O)N2CC3CCCN3c3ccccc32)c1 (configuration not stated)
  109.0, 0.6
CCN1C(=O)/C(=C2\SC(=S)N(C(C)C)C2=O)c2ccccc21
  99.0, -0.2
Cc1sc2nc(CC#N)[nH]c(=O)c2c1C
  107.0, 0.9
CCOC(=O)c1c(Nc2nc(-c3cc4ccccc4o3)cs2)sc(C)c1C
  100.0, -0.2
CC1=Nc2cc(C(=O)NCc3ccc(C)cc3)ccc2Sc2ccccc21
  104.0, 0.9
CCOc1ccc(CNC(=O)CCc2c(C)nn(-c3ccc(N4CCCCC4)nn3)c2C)cc1
  105.0, -0.2

Next structures follow:
Results follow in this order: Polio RdRp inh, Polio RdRp inh FP z-score
Nc1nonc1NC(=O)CSC1=NCCS1
  109.0, 0.6
CC(C)(C)c1ccc2c(c1)CN(C1CCCCC1)CO2
  102.0, 0.1
Cc1ccc(C(=O)n2nc(-c3ccco3)nc2NCc2cccs2)cc1
  110.0, 0.7
CC1CCN(C(=O)COC(=O)Cc2ccc(Br)cc2)CC1
  106.0, 0.5
O=C(c1ccccc1F)N1CCC(Cc2ccccc2)CC1
  104.0, 0
Cc1nc2ccc(S(=O)(=O)NC(C(=O)N3CCN(c4cccc(Cl)c4)CC3)C(C)C)cc2s1 (configuration not stated)
  107.0, 0.3
COC(=O)Nc1cc(NC(=O)OC)cc(C(F)(F)C(F)(F)C(F)(F)F)c1
  98.0, -1.5
C#CCn1c(O)c(N=NC(=O)c2cc(Cl)ccc2O)c2ccccc21
  104.0, 0.5
CCOC(=O)N1CCC(N2CCc3c([nH]c4ccccc34)C2)CC1
  100.0, -0.4
CCN(CC)c1nn2c(=O)c(C(=O)NCc3ccc(F)cc3)cnc2s1
  106.0, 0.1

The list goes on.
Results follow in this order: Polio RdRp inh, Polio RdRp inh FP z-score
CCOC(=O)c1cnc(N2CCCC2)nc1C1CCNCC1
  100.0, 0
CC1(C)CC2CC(C)(CN2C(=O)CSc2ncnc3ccccc23)C1 (configuration not stated)
  104.0, 1.3
COC(=O)c1cccc(CSc2nnc(-c3ccccc3OC)n2N)c1
  104.0, 0.2
N#C/C(=C/Nc1cccc(C(F)(F)F)c1)c1nc(-c2ccc3c(c2)OCO3)cs1
  100.0, -0.4
CC1(C)C(=O)N(CC(=O)Nc2ccc(Br)cc2F)c2ccccc21
  100.0, -1.8
Fc1ccc(Nc2nc(SCc3ccc(Cl)cc3)nc3ccccc23)cc1
  101.0, -1.2
CCc1ccc(NS(=O)(=O)c2ccc3c(c2)SC(C)C(=O)N3)cc1 (configuration not stated)
  100.0, -0.3
COc1ccc(C2(C(=O)Nc3ccc(C)cc3)CCCC2)cc1OC
  102.0, 0.2
Cn1c(O)c(C=NCc2ccc3c(c2)OCO3)c(=O)[nH]c1=S
  99.0, -0.3
CCC(Sc1nncn2c1cc1occc12)C(=O)Nc1ccc(OC)c(Cl)c1 (configuration not stated)
  105.0, 1.4

Three compounds out of the list, ordered by length of the SMILES, largest number first:
Results follow in this order: Polio RdRp inh, Polio RdRp inh FP z-score
CN1C(=O)c2ccccc2C(C(=O)O)C1c1cccc(F)c1 (configuration not stated)
  103.0, 1.6
CC1CCN(C(=O)COC(=O)Cc2ccc(Br)cc2)CC1
  106.0, 0.5
Cc1cc(C)n2cc(CN)nc2n1
  101.0, -0.2

(list continues)
Results follow in this order: Polio RdRp inh, Polio RdRp inh FP z-score
CCC1(C)Cc2ccccc2-c2nc3n(c(=O)c21)CC(O)CS3 (configuration not stated)
  98.0, -0.7
COc1cc(NS(=O)(=O)c2ccc3[nH]c4c(c3c2)CCCCCC4)cc(OC)c1
  104.0, -0.7
CCOC(=O)c1ccc(NC(=O)c2cc3cccnc3n(C)c2=O)cc1
  107.0, 0.3
Cn1c(=O)c2c(nc(N3CCOCC3)n2Cc2ccccc2F)n(C)c1=O
  113.0, 0.4
N#CCCn1cc(/C=C/C(=O)N2CCN(c3ncc(C(F)(F)F)cc3Cl)CC2)c2ccccc21
  100.0, -0.4
N#Cc1ccc(N2CCN(C(=O)C34CC5CC(CC(C5)C3)C4)CC2)c(F)c1
  100.0, 0
COc1ccc(-c2noc(CN3CCC(Cc4ccccc4)CC3)n2)cc1
  100.0, 0
COc1cccc(CCN2CCC(CNS(=O)(=O)c3cc(-c4cc(C)no4)ccc3OC)CC2)c1
  104.0, 1.9
CCC1Oc2ccc(C)cc2N(CC(=O)N(Cc2ccc3c(c2)OCO3)CC2CCCO2)C1=O (configuration not stated)
  107.0, 1.7
COc1ccc(C2=NNC(=NC3CCCCC3)SC2)cc1
  102.0, -0.1

Further entries follow:
Results follow in this order: Polio RdRp inh, Polio RdRp inh FP z-score
NC(=O)CCN1CCC(c2nc3ccccc3s2)CC1
  101.0, -0.1
Cc1ccc(C)c(N2CCN(C(=O)c3cc4cc5ccc(C)cc5nc4s3)CC2)c1
  117.0, 1.3
CCOC(=O)c1cc(C(=O)NC(C)c2ccccc2)c(C)[nH]c1=O (configuration not stated)
  105.0, 0.3
CCOc1ccc(Sc2cc(C(=O)NCc3ccccc3Cl)c3ccccc3n2)cc1
  112.0, 0.3
Cc1ccc(CCNC(=O)c2c[nH]c3ccc(S(=O)(=O)Nc4cccc(C(F)(F)F)c4)cc3c2=O)cc1
  98.0, -0.7
CCn1c(CN2CCCCC2)nc2cc(S(=O)(=O)N(C)C)ccc21
  102.0, 0
O=C(Nc1cccc(Cl)c1)c1c(NC(=O)C(F)(F)F)sc2c1CCCC2
  79.0*, -3.1*
CC(NC(=O)c1cccc(C(=O)NC(C)c2ccccc2)c1)c1ccccc1 (configuration not stated)
  102.0, 0.1
CCOc1ccc(C(=O)N2CCCCCC2)cc1
  106.0, 1.6
CCCc1cnc2c(c1SCc1cccc(F)c1)c(=O)n(C)c(=O)n2C
  105.0, -0.2

Other records follow.
Results follow in this order: Polio RdRp inh, Polio RdRp inh FP z-score
Nc1cc(=O)nc(SCC(=O)Nc2ccc(F)cc2)n1CCc1ccccc1
  107.0, 0.7
CCOC(=O)N1CCN(C(=O)CC2c3ccccc3Oc3ccccc32)CC1
  102.0, 0.7
Cc1cc(C)cc(NC(=O)COC(=O)c2ccc(S(=O)(=O)N3CCOCC3)cc2)c1
  103.0, 0.2
CCOc1cccc2sc(=NC(=O)c3ccc(S(=O)(=O)N4CCOCC4)cc3)n(C)c12
  98.0, -2.1
COc1ccc(-c2cccc(NS(=O)(=O)c3cc(C)ccc3OC)c2)nn1
  100.0, -1.3
CC(/C=C(\C#N)S(=O)(=O)c1ccccc1)c1ccccc1 (configuration not stated)
  98.0, -0.6
CCOc1cc(/C=C2\SC(=O)N(Cc3ccc(F)cc3)C2=O)ccc1O
  110.0, 2.2
O=S(=O)(Nc1ccccn1)c1ccc(-n2cccn2)cc1
  102.0, -0.2
CC(C)C(O)(C(=O)OC[C@@H]1CC[N+]2([O-])CCC[C@@H]12)C(C)O (some centres not stated)
  100.0, 0.1
Cc1oc2c3c(ccc2c(=O)c1-c1ccc(F)cc1)OCO3
  102.0, 0.1

Following part.
Results follow in this order: Polio RdRp inh, Polio RdRp inh FP z-score
CC(C)(C)OC(=O)N1CCC(c2c(C(=O)N3CCc4ccccc4C3)cnn2-c2ccc(F)cc2)CC1
  103.0, -0.7
O=C1CCCC2=C1C(c1ccc3c(c1)OCO3)c1c([nH]c(=O)[nH]c1=O)N2 (configuration not stated)
  101.0, -0.1
S=C1NC2(CCS1)Oc1ccccc1C1CC(c3ccccc3)=NN12 (configuration not stated)
  114.0, 3
CC1CCCN(c2nc3c(-c4ccc(Cl)cc4)nnn3c3ccccc23)C1 (configuration not stated)
  107.0, 0.8
COc1ccc(CN2CCN(c3cccc(C(F)(F)F)c3)CC2)cc1C
  103.0, 0.6
CCNC(=O)c1nn(-c2ccccc2C)nc1CO
  107.0, 0.2
Cc1ccc(S(=O)(=O)c2nc(-c3cccc(C)c3)oc2N2CCN(c3ccccc3)CC2)cc1
  106.0, -0.1
COCCNC(=O)C1c2ccccc2C(=O)N2CCCCC12 (configuration not stated)
  100.0, -0.6
CS(=O)(=O)N1CCN(c2cccc(C(F)(F)F)c2)CC1
  100.0, -0.2

One compound at a time, as listed above. Values in the order: Polio RdRp inh | Polio RdRp inh FP z-score
Record of CC1CCCN(c2nc3c(-c4ccc(Cl)cc4)nnn3c3ccccc23)C1 (configuration not stated) = 107.0 | 0.8
Record of COc1ccc(CN2CCN(c3cccc(C(F)(F)F)c3)CC2)cc1C = 103.0 | 0.6
Record of S=C1NC2(CCS1)Oc1ccccc1C1CC(c3ccccc3)=NN12 (configuration not stated) = 114.0 | 3
